Source: PubChem
Cdc42 wt = human Cdc42 wildtype GTP binding change, either direction; AID 761; P60953; percent activity (GTP binding), % at 10 µM; GST-Cdc42 beads, Bodipy-GTP binding, flow cytometry; actives lie on both sides; hit rate 0.2% among 190,000;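 active = percent activity GTP binding at least 20 points away from the 100% baseline, either down as inhibitor or up as activator; inconclusive = compound flagged as likely green fluorescent from well-wide comparison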;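 also: median bead fluorescence of bound Bodipy-FL-GTP at 100 nM; 0% = excess unlabeled GTP control and 100% = no compound control; below 100% means less GTP binding so inhibitor and above means activator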
Target sequence (P60953 whole entry, looked up): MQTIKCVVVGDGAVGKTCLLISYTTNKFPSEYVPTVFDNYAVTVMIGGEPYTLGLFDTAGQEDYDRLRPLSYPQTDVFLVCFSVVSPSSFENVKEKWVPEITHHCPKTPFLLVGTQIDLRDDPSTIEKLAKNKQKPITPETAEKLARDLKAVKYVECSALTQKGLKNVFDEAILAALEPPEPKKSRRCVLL
Rac1 mut GTP = alters GTP binding to activated mutant human Rac1; hit rate 0.11% among 190,000; P63000; GST-Rac1 activated beads, fluorescent GTP binding, flow cytometry; actives lie on both sides; 100% means binding = to untreated wells; percent activity (GTP binding), % at 10 µM;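 active = GTP binding at least 20 percentage points away from the 100% baseline, in either direction, so actives lie on both sides; inconclusive = Compound likely fluorescent itself, or too few beads counted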
Avidin bead fluor = avidin bead compound fluorescence profile; Avidin beads, compound fluorescence 488/530 nm, flow cytometry; active compounds read high; fluorescence (KMESF) at 10 µM; hit rate 0.38% among 220,000; AID 1775; in the data active = fluorescence above about 47; also: inactives centre near 10
Mcl1-Bid inh = disrupts binding of human Mcl-1 to Bid peptide | Q07820 | TR-FRET Mcl-1/Bid-Dy647 peptide binding, 1536-well | inhibition, % at 21.7 µM | hit rate 0.97% among 220,000 | AID 1021;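 active = compounds that cut the binding signal by more than half at the single screening dose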;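 also: His-tagged Mcl-1 with europium anti-His antibody binding Bid BH3 peptide; 0% = Mcl-1 plus peptide wells and 100% = peptide-only wells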
Target sequence (Q07820 whole entry, looked up): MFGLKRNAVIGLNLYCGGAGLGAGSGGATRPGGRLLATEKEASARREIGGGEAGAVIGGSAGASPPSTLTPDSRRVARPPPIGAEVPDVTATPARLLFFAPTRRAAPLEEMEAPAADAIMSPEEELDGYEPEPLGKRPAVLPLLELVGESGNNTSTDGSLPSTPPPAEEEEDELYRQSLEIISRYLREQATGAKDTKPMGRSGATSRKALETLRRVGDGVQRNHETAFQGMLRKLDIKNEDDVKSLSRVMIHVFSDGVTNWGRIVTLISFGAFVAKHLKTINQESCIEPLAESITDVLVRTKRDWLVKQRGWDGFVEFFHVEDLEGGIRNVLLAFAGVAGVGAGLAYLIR
GSH fluor = GSH bead compound fluorescence profile; GSH beads flow cytometry, compound fluorescence 488/530 nm; active compounds read high; fluorescence (KMESF) at 10 µM; hit rate 0.25% among 190,000; in the data active = fluorescence above about 89;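 also: glutathione beads carrying GST-tagged Bcl family fusion proteins plus one bare bead set; values are compound well signal with DMSO vehicle wells as background; inactives centre near 16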
Pf gametocyte = kills late stage P. falciparum gametocytes; inhibition, % at 10.9 µM; hit rate 0.065% among 150,000; P. falciparum stage V gametocytes, ATP luminescence, 24 h;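 active = inhibition above the mean plus 3 SD of compounds within the control limits, set per campaign, cut at about 38% in these data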;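 also: 0% = DMSO wells and 100% = medium only without gametocytes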
Rac1 wt GTP bind = human Rac1 wildtype GTP binding, inhibitors and activators; hit rate 0.27% among 190,000; GST-Rac1 beads, fluorescent GTP binding, flow cytometry; actives lie on both sides; 0 = cold GTP competed, 100 = untreated; AID 757; GTP binding activity (% of control), % at 10 µM; P63000;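 active = GTP binding activity at least 20 points away from the 100% control level, either lower or higher; inconclusive = compound flagged as likely green fluorescent, judged across all proteins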
Rab2 wt GTP = changes GTP binding to wildtype dog Rab2A, up or down. P61105. GST-Rab2 wt beads, Bodipy-GTP binding, flow cytometry. GTP binding activity, % at 10 µM. hit rate 0.19% among 190,000. AID 760;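 active = GTP binding activity at least 20 points away from 100%, either lowered or raised; inconclusive = signal likely due to the compound's own green fluorescence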;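 also: 0% = beads with excess unlabeled GTP and 100% = no-compound control corrected for plate trend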
Rab7 wt modul = dog Rab7 wildtype GTP binding, inhibitors and activators; GST-Rab7 beads, fluorescent GTP binding, flow cytometry; actives lie on both sides; untreated = 100%, excess cold GTP = 0%; GTP binding activity (percent of control), % at 10 µM; hit rate 0.055% among 190,000; AID 758;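 active = fluorescent GTP binding to Rab7 beads changed by at least 20 points from the 100% baseline, either direction, mostly lower; inconclusive = compound itself probably fluorescent, or too few beads counted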;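 also: median green fluorescence of bound Bodipy-FL-GTP per Rab7 bead population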
Mcl1 Noxa PPI = disrupts binding of human Mcl-1 to Noxa peptide | inhibition, % at 21.7 µM | Q07820 | TR-FRET Mcl-1/Noxa peptide binding, 2 h | hit rate 1.5% among 220,000;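 active = compounds that cut the protein-peptide binding signal by more than 50% relative to plate controls in a single-dose test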;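 also: His-tagged Mcl-1 with rhodamine Noxa BH3 peptide and terbium anti-His antibody; 0% = Mcl-1 plus Noxa peptide wells and 100% = peptide-only wells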
HRas wt GTP bind = human HRas wildtype GTP binding, change in either direction | hit rate 0.14% among 190,000 | GTP binding activity, % at 10 µM | GST-Ras wt beads, Bodipy-FL-GTP binding, flow cytometry; actives lie on both sides | P01112;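 active = GTP binding activity at least 20% away from the 100% baseline, either lowered as inhibitor or raised as activator; inconclusive = flagged as likely green fluorescent, judged across all proteins in the well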;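 also: 0% = unlabeled GTP competition control and 100% = no-compound control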
Target sequence (P01112 whole entry, looked up): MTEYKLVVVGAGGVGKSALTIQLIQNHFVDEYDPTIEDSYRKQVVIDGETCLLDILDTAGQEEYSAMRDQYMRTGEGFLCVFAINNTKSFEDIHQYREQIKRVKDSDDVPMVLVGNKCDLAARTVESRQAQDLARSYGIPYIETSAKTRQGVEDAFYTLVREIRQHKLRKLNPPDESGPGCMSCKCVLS
An asterisk follows results filed as active; ? = inconclusive; / = not tested or not shown. The order is random (roughly 3% active in at least one column).

SMILES	Cdc42 wt	Rac1 mut GTP	Avidin bead fluor	Mcl1-Bid inh	GSH fluor	Pf gametocyte	Rac1 wt GTP bind	Rab2 wt GTP	Rab7 wt modul	Mcl1 Noxa PPI	HRas wt GTP bind
O=C1C2C(C(=O)N1c1ccc3c(c1)OCO3)C1C=CC2C12CC2 (stereo not given)	101.0	98.0	8	-9.2	16	-4.9	103.0	101.0	103.0	20.9	102.0
CCNS(=O)(=O)c1ccc(CCC(=O)Nc2ccccc2)cc1	93.0	92.0	11	-19.7	13	-8.3	95.0	98.0	100.0	14.2	94.0
COc1ccc(N=Cc2c(O)n(-c3ccc(OC)cc3)c(=O)c3ccccc23)cc1	97.0	97.0	13	48.9	11	-4.3	97.0	99.0	107.0	45.5	98.0
O=C(N/N=C/c1ccc([N+](=O)[O-])cc1)c1c[nH]c2ccccc12	99.0	98.0	10	-16.1	11	-1.4	100.0	101.0	108.0	14.4	102.0
COC(=O)c1cc(NC(=O)CN(c2cccc(OC)c2)S(=O)(=O)c2ccccc2)ccc1Cl	100.0	98.0	18	2.2	8	7.5	99.0	95.0	99.0	-4.6	98.0
CC(CNC(=O)c1cccs1)c1ccc([N+](=O)[O-])cc1 (stereo not given)	99.0	96.0	13	-15.9	10	-10.8	99.0	96.0	102.0	10.4	96.0
Cc1cccc(-n2c(N)cc(=O)nc2SCC(=O)Nc2nnc(CC(C)C)s2)c1	99.0	97.0	5	2.6	33	/	102.0	98.0	100.0	15.7	97.0
N/C(=N\OC(=O)Oc1ccccc1)c1ccc(Br)cc1	99.0	99.0	11	4.1	12	/	100.0	97.0	95.0	12.0	98.0
CCOC(=O)n1c(=O)oc2cc(S(=O)(=O)N3CCOCC3)ccc21	103.0	99.0	11	-63.9	7	-12.4	105.0	101.0	103.0	-5.0	105.0
Cn1c(CCNC(=O)c2cccs2)n[nH]c1=S	103.0	100.0	17	-36.6	16	-22.9	104.0	102.0	103.0	-2.2	100.0
COC(=O)c1[nH]c2ccc(C)cc2c1NS(=O)(=O)c1ccc(F)c(C)c1	102.0	100.0	27	-5.5	18	11.7	104.0	102.0	100.0	6.9	100.0
CCOC(=O)/C(C#N)=C/c1cn(CCOc2ccc(OC)cc2)c2ccccc12	102.0	99.0	14	9.0	11	0.6	103.0	99.0	100.0	1.3	99.0
Cn1nnc2c(sc3nc(N4CCOCC4)c4c(c32)CCCC4)c1=O	96.0	95.0	9	-24.1	53	/	97.0	94.0	96.0	15.0	97.0
CS(=O)(=O)N(CC(=O)Nc1ccc(Cl)c(Cl)c1)C1CCCCC1	99.0	99.0	14	-25.6	38	/	106.0	98.0	101.0	13.1	99.0
Cc1cc(NC(=O)CSc2nnnn2C2CCCC2)no1	102.0	98.0	14	8.7	14	/	103.0	101.0	101.0	-5.2	102.0
CCCS(=O)(=O)N1CCC(C(=O)NCCN(C)Cc2ccccc2)CC1	101.0	97.0	11	-22.2	40	/	102.0	100.0	102.0	-4.3	101.0
CCOC(=O)N1CCC(NC(=O)C2CCCN(C(=O)N3CCOc4ccccc43)C2)CC1 (stereo not given)	108.0	102.0	11	-25.7	12	/	108.0	104.0	105.0	4.4	105.0
CCOc1ccc2c(c1)sc(=NC(=O)C1CC1)n2C	?	?	26	-0.6	16	-26.3	?	?	?	3.3	?
CC(=O)Nc1nc(-c2ccc(Br)s2)cs1	97.0	94.0	9	-17.1	53	5.9	102.0	100.0	103.0	-1.4	100.0
CN1C(=O)NC(c2ccccc2)C2=C1CN(CCc1ccccc1)C2=O (stereo not given)	104.0	101.0	16	-21.8	34	/	107.0	103.0	99.0	14.4	101.0
COc1ccc(C(=O)Oc2cccc(Nc3ncnc4ccccc34)c2)cc1OC	96.0	99.0	12	-1.5	12	5.1	103.0	98.0	97.0	0.0	100.0
COc1ccc2nc(C)c(C(=O)NN)cc2c1	101.0	101.0	6	-32.7	14	2.2	101.0	100.0	100.0	-2.6	100.0
Nc1ccc(C(=O)c2cccs2)cc1[N+](=O)[O-]	91.0	96.0	9	-4.2	14	/	88.0	91.0	97.0	7.5	92.0
COC(=O)c1ccc(C)c(NS(=O)(=O)c2ccc(OC)c(OC)c2)c1	100.0	97.0	13	-13.1	25	14.4	97.0	95.0	95.0	13.4	97.0
O=C(CSc1ccc(-c2ccncc2)nn1)c1ccc(Cl)cc1	98.0	95.0	8	-17.3	18	9.7	100.0	100.0	96.0	-6.0	97.0
O=C(NCc1cccs1)C(=O)c1cn(CC(=O)N2CCCC2)c2ccccc12	101.0	96.0	12	-2.1	10	-2.2	98.0	101.0	105.0	-0.2	97.0
COc1cc(/C=C(\C#N)c2nc3ccccc3[nH]2)ccc1OC(=O)c1ccco1	96.0	97.0	4	-29.1	11	/	101.0	97.0	103.0	18.4	100.0
O=C(Nc1cccc(Cl)c1)c1cccc(Oc2ccc([N+](=O)[O-])cc2Cl)c1	103.0	99.0	15	-0.1	9	4.6	104.0	99.0	100.0	11.2	98.0
CCn1cnc2c1c(=O)n(Cc1nnc3n1-c1ccccc1SC3)c(=O)n2Cc1ccccc1	97.0	94.0	7	2.9	15	/	94.0	94.0	95.0	-0.4	95.0
O=C(O)CC(NC(=O)COc1ccc(Cl)cc1Cl)C(=O)O (stereo not given)	97.0	96.0	15	72.4*	30	-10.3	96.0	95.0	93.0	20.4	95.0
Cc1ccc(NS(=O)(=O)c2ccc(Br)s2)nc1	95.0	94.0	12	3.1	11	3.9	94.0	95.0	95.0	3.0	95.0
CC(=O)Nc1ccccc1-c1nc2ccccc2nc1OCC(=O)c1ccc2ccccc2c1	98.0	97.0	15	-1.7	33	/	100.0	100.0	102.0	4.8	100.0
COc1cccc(NC(=O)C(c2ccccc2)N2CCCCC2)c1 (stereo not given)	93.0	93.0	20	-28.6	7	24.6	94.0	98.0	106.0	-8.5	97.0
COc1ccc(C2CC2/C(=N/O)c2ccccc2)cc1 (stereo not given)	92.0	94.0	12	7.0	15	/	100.0	94.0	93.0	-2.9	93.0
Cc1ccc(NC(=O)Cn2c(C)cc(C)c(C#N)c2=O)c(Cl)c1	101.0	101.0	24	-1.9	22	/	110.0	100.0	99.0	0.3	99.0
CCOC(=O)c1nnn(-c2nonc2N)c1CSc1ccccc1	101.0	99.0	7	52.0*	27	19.9	102.0	100.0	97.0	6.1	97.0
CC(C)NC(=O)COc1cccc2ccccc12	94.0	92.0	10	-9.3	19	-4.2	96.0	95.0	94.0	11.2	99.0
CCN(CC)C(=O)C12CC3CC(CC(Cl)(C3)C1)C2	103.0	98.0	20	-8.5	16	8.2	102.0	95.0	99.0	29.6	98.0
C=CCSc1nc2c(c(=O)[nH]c(=O)n2C)n1C/C=C(/C)Cl	101.0	98.0	5	-1.0	34	-5.4	103.0	100.0	103.0	57.5*	101.0
O=C(CCC(=O)OCc1ccc([N+](=O)[O-])cc1)Nc1ccccc1Cl	97.0	95.0	17	4.8	14	4.3	102.0	96.0	98.0	15.2	97.0
O=C1NC(c2cccc(Br)c2)=N/C1=C\c1ccco1	101.0	98.0	11	12.0	9	-24.9	98.0	99.0	98.0	42.0	99.0
O=C(NCc1ccco1)c1ccc(COc2ccccc2Cl)cc1	105.0	101.0	8	-5.4	19	-2.8	104.0	105.0	106.0	16.1	106.0
CCNc1nnc(-c2ccccc2OC)s1	103.0	100.0	32	-12.8	14	/	103.0	100.0	99.0	4.4	100.0
NC(=S)n1[nH]c(-c2ccc([N+](=O)[O-])cc2)c(N=Nc2cccc(Cl)c2)c1=O	88.0	91.0	8	81.5*	70	1.4	91.0	92.0	100.0	92.6*	93.0
CC(CCc1ccccc1)NC(=O)CN1CCN(c2ccccc2)CC1 (stereo not given)	97.0	94.0	13	-32.6	25	-28.1	99.0	97.0	97.0	13.5	96.0
CCN(C(C)=O)c1ccc(Oc2nc(OC)cc(OC)n2)cc1	95.0	93.0	9	-32.0	15	-28.1	93.0	95.0	96.0	-7.0	95.0
COc1ccc2c(c1)oc(=O)c1c3ccccc3[nH]c21	95.0	94.0	13	-31.1	10	-6.7	93.0	93.0	90.0	-0.7	95.0
CCOC(=O)N1CCN(S(=O)(=O)c2ccc(C)c(C)c2C)CC1	107.0	100.0	12	-28.6	28	8.5	104.0	101.0	99.0	-9.2	101.0
CCN(CC)C(=O)Cn1cc(C(=O)C(=O)NCC2COc3ccccc3O2)c2ccccc21 (stereo not given)	97.0	95.0	12	-8.7	9	6.7	101.0	98.0	105.0	-3.5	98.0
COc1cccc(Nc2nc(-c3cccc(N4C(=O)c5ccccc5C4=O)c3)cs2)c1	109.0	103.0	8	-0.1	22	/	107.0	108.0	104.0	31.4	109.0

The results go on:
SMILES	Cdc42 wt	Rac1 mut GTP	Avidin bead fluor	Mcl1-Bid inh	GSH fluor	Pf gametocyte	Rac1 wt GTP bind	Rab2 wt GTP	Rab7 wt modul	Mcl1 Noxa PPI	HRas wt GTP bind
CCOC(=O)C1CCCN(C(=O)c2cccc(NC(=O)C(CC)CC)c2)C1 (stereo not given)	94.0	93.0	20	-15.8	10	-12.8	97.0	94.0	97.0	-2.6	96.0
CCCC(=O)Nc1nnc(CCN2CCCCC2)s1	102.0	98.0	10	-17.2	17	11.3	97.0	104.0	97.0	21.8	100.0
Cc1ccc(S(=O)(=O)N2CCN(C(C)CC(=O)O)CC2)cc1 (stereo not given)	99.0	97.0	11	1.2	11	/	98.0	95.0	93.0	33.2	94.0
O=C(Nc1nc2ccc(S(=O)(=O)N3CCCC3)cc2s1)c1ccccn1	97.0	97.0	14	-56.5	17	0.6	98.0	95.0	93.0	-24.1	97.0
O=C(Nc1cccc2c1CCCC2)c1cc([N+](=O)[O-])cc([N+](=O)[O-])c1	100.0	100.0	11	-8.1	23	-26.4	100.0	100.0	100.0	-8.4	102.0
COc1cc(/C=C/c2sc3ccccc3[n+]2CCCS(=O)(=O)[O-])ccc1O	92.0	95.0	9	-69.4	9	11.3	91.0	94.0	93.0	-54.8	92.0
CCOC(=O)c1oc2cc(O)ccc2c(=O)c1-c1ccc(OC)cc1	108.0	103.0	33	-9.9	21	/	112.0	102.0	100.0	5.0	103.0
Cc1ccc(C)c(NC(=O)c2nnn(Cc3ccccc3)c2N)c1	102.0	101.0	27	-10.2	14	10.1	107.0	101.0	101.0	24.4	102.0
O=C(N/N=C/c1ccc(Cl)cc1)C(=O)N1CCCCCC1	102.0	97.0	9	8.9	15	11.6	97.0	102.0	98.0	12.6	100.0
